# NadD inh: inhibitors of Staphylococcus aureus NadD; purified NadD enzyme, colorimetric absorbance read-out; inhibition, % at 20 µM; 0.78% of 360,000 active; AID 602399; in the data active means inhibition above about 26%; further: some compounds past the cut are filed as inactive
# Scp1 inh: inhibitors of human Scp-1 phosphatase. Recombinant Scp1, phosphopeptide, malachite green phosphate absorbance. inhibition, % at 20 µM. 0.88% of 340,000 active. AID 493091;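 active means inhibition above about 50% at 20 µM, limit read from the data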;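 further: plate controls were DMSO wells with enzyme for no effect and wells lacking enzyme for full effect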
# Target sequence (Q9GZU7 76-261 limits assumed): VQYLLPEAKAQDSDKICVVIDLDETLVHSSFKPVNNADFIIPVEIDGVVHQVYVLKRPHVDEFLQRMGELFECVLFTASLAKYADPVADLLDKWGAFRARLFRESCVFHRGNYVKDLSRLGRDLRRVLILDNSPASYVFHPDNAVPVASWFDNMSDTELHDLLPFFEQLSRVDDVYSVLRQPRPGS
#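 Test system: SCP-1 phosphatase catalytic domain, residues 76-261; measured by: colorimetric phosphate reagent with accelerator and stabiliser, absorbance at 630 nm; timing: enzyme reaction 45 min at room temperature, colour 5 min, stabilisation 30 min; also added: Phosphorylated 17-residue peptide substrate; compound dosing: one concentration, 20 µM, with 1.0% DMSO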
# Rpn11 block: blocks the human proteasome subunit Rpn11. calls only at 20 µM. O00487. 0.59% of 360,000 active. AID 588493. human 26S proteasome, Ub4-pepOG fluorescence polarization; 20S core pre-blocked with epoxomicin;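 active means inhibition at 20 µM, scaled to each plate's controls, above about 33%, limit read from the data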
# Target sequence (O00487 whole entry, looked up): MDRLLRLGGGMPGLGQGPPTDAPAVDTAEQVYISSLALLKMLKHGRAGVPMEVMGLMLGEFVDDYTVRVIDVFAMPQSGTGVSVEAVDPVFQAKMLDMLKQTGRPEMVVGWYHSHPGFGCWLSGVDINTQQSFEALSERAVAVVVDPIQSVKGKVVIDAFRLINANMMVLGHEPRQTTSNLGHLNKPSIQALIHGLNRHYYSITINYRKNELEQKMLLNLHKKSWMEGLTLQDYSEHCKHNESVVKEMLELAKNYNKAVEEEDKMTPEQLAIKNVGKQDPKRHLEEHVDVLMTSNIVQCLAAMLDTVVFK
# CSN deneddyl inh: blocks human CSN-mediated cullin deneddylation; Q92905; Purified CSN, SCF-Nedd8-OG deneddylation, fluorescence polarization; inhibition, % at 12.5 µM; 0.38% of 360,000 active;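 active means pattern-corrected inhibition above about 35%, with an unprinted fluorescence ratio check between 0.5 and 1.5, limit read from the data, passing the limit was not always enough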;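 further: 0% = enzyme with substrate and 100% = substrate without enzyme; some results filed as inactive read as strong as hits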
# Target sequence (Q92905 whole entry, looked up, one chain of several): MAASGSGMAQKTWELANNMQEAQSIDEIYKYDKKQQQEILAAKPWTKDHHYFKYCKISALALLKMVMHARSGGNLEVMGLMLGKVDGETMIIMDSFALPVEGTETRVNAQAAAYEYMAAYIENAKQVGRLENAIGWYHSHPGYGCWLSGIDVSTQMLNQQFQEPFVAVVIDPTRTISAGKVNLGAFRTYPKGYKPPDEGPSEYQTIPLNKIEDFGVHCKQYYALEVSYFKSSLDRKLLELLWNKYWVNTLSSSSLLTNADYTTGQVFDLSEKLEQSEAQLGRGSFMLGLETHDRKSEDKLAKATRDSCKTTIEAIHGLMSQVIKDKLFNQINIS
#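 Detection – fluorescence polarization · System – HEK293T-derived human Csn5 enzyme · Controls – substrate-only high control, full reaction low control · Timing – 90 min, room temperature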
# MLLE-PAM2 inh: inhibitors of microRNA-mediated deadenylation, human PABP1 MLLE binding; GST-MLLE / FITC-PAM2 fluorescence polarization; inhibition, % at 20 µM; 0.36% of 360,000 active; AID 588489; in the data active means inhibition above about 35%, passing the limit was not always enough;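 further: plate controls were DMSO wells with GST-MLLE for no effect and wells lacking GST-MLLE protein for full effect; some results filed as inactive read as strong as hits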
# Tb MetRS inh: Trypanosoma brucei MetRS inhibition; purified T. brucei MetRS, ATP depletion, Kinase-Glo luminescence; inhibition, % at 11.9 µM; 0.4% of 360,000 active;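 active means inhibition above a per-plate cutoff of the control wells' mean inhibition plus 3 SD, cut at about 5.5% in these data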;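 further: 0% = DMSO wells median and 100% = median of wells with control inhibitor compound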
#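 Material – parasite MetRS enzyme · Medium – HEPES-MgCl2-KCl buffer plus DTT, spermine, BSA, pyrophosphatase · Reagent – ATP, methionine and E. coli bulk tRNA substrates · Times – 15 min enzyme-compound preincubation, 2 h reaction, 10 min detection, 25 °C · Measured by – luminescence of leftover ATP · Evaluation – percent inhibition relative to median high and low control wells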
# STEP block: blocks human striatal-enriched tyrosine phosphatase; P54829; recombinant STEP, OMFP fluorogenic substrate, fluorescence; 0.25% of 360,000 active; inhibition, % at 20 µM;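 active means inhibition at 20 µM, scaled per plate between control wells, above about 37%, limit read from the data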;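 further: 0% = DMSO with enzyme and substrate and 100% = substrate only without enzyme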
#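 material = STEP tyrosine phosphatase | reagent = fluorogenic phosphatase substrate OMFP at 25 µM final | doses = single compound dose of 20 µM, 1% DMSO final | schedule = 20 min reaction, room temperature, in the dark | measured by = fluorescence, 480/540 nm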
# LMPTP inh: blocks human LMPTP phosphatase. P24666. recombinant LMPTP-A, OMFP fluorogenic substrate, fluorescence intensity. inhibition, % at 20 µM. 0.22% of 360,000 active;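 active means compounds that cut the enzyme signal by at least half of the control window in the single-dose screen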;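 further: plate controls were DMSO wells with enzyme plus substrate for no effect and substrate without enzyme for full effect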
#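 Test system: LMPTP-A, protein tyrosine phosphatase of low molecular weight; Input: 0.625 nM enzyme; Incubation: 50 min dark incubation at room temperature; Signal: endpoint fluorescence intensity from OMFP dephosphorylation; Read-out basis: % inhibition versus control wells.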
# SUMO1-SIM PPI: modulators of human SUMO1-mediated protein-protein interactions; SUMO1 binding to a labelled peptide, TR-FRET, 1 h; P63165; inhibition, % at 20 µM; 0.33% of 360,000 active; in the data active means inhibition above about 37%
# Target sequence (P63165 whole entry, looked up): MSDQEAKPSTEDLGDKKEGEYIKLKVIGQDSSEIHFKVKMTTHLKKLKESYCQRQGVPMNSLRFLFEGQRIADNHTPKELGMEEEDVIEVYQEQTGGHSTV
# DNMT1 block: inhibitors of human DNMT1. DNMT1 molecular beacon, Hinp1I cleavage, fluorescence. inhibition (reported as % activation of signal), % at 10 µM. 0.83% of 360,000 active; in the data active means inhibition above about 50%
# * marks the source's active call; other numbers are inactive results; i = inactive; nt = no result given.
1) O=C(Oc1cccc2c(O)cccc12)c1ccccc1Cl
2) O=C(NC(=S)Nc1ccccc1N1CCCC1)c1ccc([N+](=O)[O-])cc1
3) Cc1ccc(C(c2nnnn2CC2CCCO2)N2CCN(c3cccc(C)c3C)CC2)cc1 (stereo not drawn)
4) COc1ccccc1NC(=O)c1nc(S(=O)(=O)Cc2ccccc2)ncc1Cl
5) COC(=O)C1CCN(C(=O)c2ccccc2NC(C)=O)CC1
6) Cn1c2ccc(F)cc2c2nnc(SCCN3CCCCC3)nc21
7) Cc1ccc(-c2nn(-c3ccccc3)cc2CC(=S)N2CCOCC2)cc1
8) C[C@H](CO)N1C[C@H](C)[C@@H](CN(C)S(C)(=O)=O)Oc2ccc(NC(=O)CCN3CCOCC3)cc2C1=O
9) O=C1[C@@H]2Cc3c([nH]c4ccccc34)C(c3ccccc3)N2C(=O)CN1CCO (stereo partly drawn)
10) CCN1CCN(c2cc(=O)n(C3CCCCC3)c(=O)[nH]2)CC1
assay / entry	1	2	3	4	5	6	7	8	9	10
NadD inh	-4	-1	-2	-10	-2	-3	2	1	-1	6
Scp1 inh	-5	-6	-2	-11	-7	2	-8	1	-10	-8
Rpn11 block	i	i	i	i	i	i	i	i	i	i
CSN deneddyl inh	1	-8	0	3	5	-5	4	3	3	1
MLLE-PAM2 inh	-2	13	-9	23	14	18	8	2	-7	7
Tb MetRS inh	-0.5	0.5	1.0	-0.3	0.2	-0.3	-1.2	-0.1	-0.9	0.0
STEP block	4	3	8	1	3	0	1	-2	0	-3
LMPTP inh	0.5	2.6	3.8	-1.3	-0.5	-0.3	2.9	-3.5	-0.1	-1.7
SUMO1-SIM PPI	2	-22	13	-7	0	-18	27	-1	0	-3
DNMT1 block	-21	-9	-2	5	2	5	-1	3	-1	1

11) CCc1nnc(NC(=O)CCc2ccc(C)o2)s1
12) CCOCCn1ccc2c(OCC(=O)Nc3ccc(OC)cc3OC)cccc2c1=O
13) COc1cccc(NC(=O)CN2C(=O)CSc3ccc(S(=O)(=O)N4CCOCC4)cc32)c1
14) O=C(O)C(Cc1ccccc1)N1C(=O)c2c(Cl)c(Cl)c(Cl)c(Cl)c2C1=O (stereo not drawn)
15) CCOC(=O)c1cc(CC)sc1N1C(=O)CC(Sc2ncccc2C(=O)O)C1=O (stereo not drawn)
16) COC(=O)c1ccccc1S(=O)(=O)N1CCC(C(=O)NCC2CCCO2)CC1 (stereo not drawn)
17) COc1ccc(NC(=O)CN2C(=O)NC3(CCCCCCC3)C2=O)cc1
18) CN(CC(=O)Nc1c(Cl)cccc1Cl)C(=O)CC1OC(=O)c2ccccc21 (stereo not drawn)
19) Cc1ccccc1NC(=O)NNC(=O)c1ccc2ccccc2c1O
20) O=C(c1c[nH]c2ccc(F)cc2c1=O)N1CCCCCC1
assay / entry	11	12	13	14	15	16	17	18	19	20
NadD inh	-8	-13	-6	1	-10	-2	-2	10	-10	-3
Scp1 inh	-8	1	21	0	-4	-8	-3	0	-2	-1
Rpn11 block	i	i	i	i	i	i	i	i	i	i
CSN deneddyl inh	-8	0	0	3	8	-2	-5	-6	1	0
MLLE-PAM2 inh	-2	-6	-10	1	12	11	22	7	12	-3
Tb MetRS inh	0.4	-0.5	-0.6	-0.2	-0.6	-0.2	-0.1	-0.3	-0.4	0.4
STEP block	2	0	0	4	-1	1	0	-2	2	-1
LMPTP inh	0.2	0.7	-1.5	-0.9	1.0	0.2	-0.6	-0.1	-0.8	0.1
SUMO1-SIM PPI	1	35	2	-14	-1	-3	3	0	-3	-6
DNMT1 block	1	0	-1	3	-7	0	-1	2	-5	1

# 10 entries already listed, sorted by molar mass, largest number first.
8) C[C@H](CO)N1C[C@H](C)[C@@H](CN(C)S(C)(=O)=O)Oc2ccc(NC(=O)CCN3CCOCC3)cc2C1=O
15) CCOC(=O)c1cc(CC)sc1N1C(=O)CC(Sc2ncccc2C(=O)O)C1=O (stereo not drawn)
14) O=C(O)C(Cc1ccccc1)N1C(=O)c2c(Cl)c(Cl)c(Cl)c(Cl)c2C1=O (stereo not drawn)
12) CCOCCn1ccc2c(OCC(=O)Nc3ccc(OC)cc3OC)cccc2c1=O
16) COC(=O)c1ccccc1S(=O)(=O)N1CCC(C(=O)NCC2CCCO2)CC1 (stereo not drawn)
9) O=C1[C@@H]2Cc3c([nH]c4ccccc34)C(c3ccccc3)N2C(=O)CN1CCO (stereo partly drawn)
17) COc1ccc(NC(=O)CN2C(=O)NC3(CCCCCCC3)C2=O)cc1
19) Cc1ccccc1NC(=O)NNC(=O)c1ccc2ccccc2c1O
20) O=C(c1c[nH]c2ccc(F)cc2c1=O)N1CCCCCC1
11) CCc1nnc(NC(=O)CCc2ccc(C)o2)s1
assay / entry	8	15	14	12	16	9	17	19	20	11
NadD inh	1	-10	1	-13	-2	-1	-2	-10	-3	-8
Scp1 inh	1	-4	0	1	-8	-10	-3	-2	-1	-8
Rpn11 block	i	i	i	i	i	i	i	i	i	i
CSN deneddyl inh	3	8	3	0	-2	3	-5	1	0	-8
MLLE-PAM2 inh	2	12	1	-6	11	-7	22	12	-3	-2
Tb MetRS inh	-0.1	-0.6	-0.2	-0.5	-0.2	-0.9	-0.1	-0.4	0.4	0.4
STEP block	-2	-1	4	0	1	0	0	2	-1	2
LMPTP inh	-3.5	1.0	-0.9	0.7	0.2	-0.1	-0.6	-0.8	0.1	0.2
SUMO1-SIM PPI	-1	-1	-14	35	-3	0	3	-3	-6	1
DNMT1 block	3	-7	3	0	0	-1	-1	-5	1	1

# More structures follow.
21) CSc1cccc(NC(=S)N2CCC(c3ccccc3)C2)c1 (stereo not drawn)
22) CCOC(=O)c1cnc2c(Cl)cccc2c1NCCCN1CCOCC1
23) CC(=O)c1ccc(S(=O)(=O)NCCC(=O)OCC(=O)N2CCCC2=O)cc1
24) Cn1cnc2c1c(=O)n(Cc1cccc(Br)c1)c(=O)n2C
25) O=C(Nc1cccc(F)c1)N1CC=C(c2ccc(Cl)cc2)CC1
26) c1cncc(CNc2ncnc3ccc(-c4cccnc4)cc23)c1
27) O=C(c1ccc2c(c1)N(Cc1cccc(Cl)c1)C(=O)c1ccccc1S2(=O)=O)N1CCN(c2ccccn2)CC1
28) Cc1csc(NC(=O)C2CCCN2C(=O)OCC(C)C)n1 (stereo not drawn)
29) Cc1ccc(NC(=O)OC(C)N2CCCCC2)cc1NC(=O)OC(C)N1CCCCC1 (stereo not drawn)
30) CN1C(=O)C(C)(C)c2cc(S(=O)(=O)NCc3ccc(Cl)cc3)ccc21
assay / entry	21	22	23	24	25	26	27	28	29	30
NadD inh	-6	-5	2	-5	-1	-3	27	-6	-2	-2
Scp1 inh	-9	-12	13	-7	-1	-3	9	8	-1	-4
Rpn11 block	i	i	i	i	i	i	i	i	i	i
CSN deneddyl inh	0	1	9	8	1	-3	4	5	3	-2
MLLE-PAM2 inh	-112	4	-7	-4	1	12	6	0	10	11
Tb MetRS inh	-0.1	-0.6	-0.3	0.2	-0.1	-0.1	0.3	-0.4	-0.6	0.2
STEP block	-2	4	1	-2	-1	4	-1	1	-4	-3
LMPTP inh	1.0	-1.4	-0.5	-1.9	7.4	6.0	8.2	0.0	0.5	-0.9
SUMO1-SIM PPI	-2	-2	0	5	-7	0	-3	2	2	4
DNMT1 block	-1	7	4	-1	-1	2	-5	-2	4	-4

31) CCO[C@@H]1OC(C(=O)NC2CC2)=C[C@H](C)[C@H]1CCCO
32) Cn1c(Cn2cnc3ccccc32)nnc1SCC(=O)CC(=O)Nc1ccccc1
33) COc1ccc(NC(C)=O)cc1NC(=O)CSc1nc2ncccc2[nH]1
34) Nc1c(C(=O)Nc2ccccc2)sc2nc3c(c(-c4ccco4)c12)CCC3
35) Cc1cccc(N2CCN(C(=O)C3CCN(S(=O)(=O)c4cccnc4)CC3)CC2)c1C
36) CCOC(=O)C1(CCOC)CCN(C(=O)c2ccccc2-c2cccc(C)c2)CC1
37) O=C(COc1ccccc1)NCc1ccc(-n2cccc2)cc1
38) Cc1cc(Br)ccc1NS(=O)(=O)c1c(C)[nH]c(=O)[nH]c1=O
39) O=C(CNC(=O)c1cccs1)c1ccc([N+](=O)[O-])cc1
40) O=C(c1ccccc1)N1CCN(c2ccccc2F)CC1
assay / entry	31	32	33	34	35	36	37	38	39	40
NadD inh	-2	2	-5	27	-7	-1	-5	-2	-1	1
Scp1 inh	-8	-1	-4	3	-6	-7	0	-6	-8	-8
Rpn11 block	i	i	i	i	i	i	i	i	i	i
CSN deneddyl inh	1	-2	2	28	-2	2	-1	-3	-6	-6
MLLE-PAM2 inh	3	16	-40	3	-9	3	7	11	-9	2
Tb MetRS inh	-0.3	-0.4	-0.9	-1.6	0.3	-0.6	-1.5	0.4	-0.2	0.4
STEP block	-2	-1	0	-4	-3	-2	-1	-2	23	0
LMPTP inh	-2.4	-1.1	-2.8	7.6	-0.8	-1.2	-1.1	-0.6	-0.3	-1.8
SUMO1-SIM PPI	5	6	1	13	-10	-1	3	8	-25	3
DNMT1 block	1	-1	-1	-13	1	-1	0	-3	-11	-1

41) COc1ccc(-c2ccc(=O)n(CC(=O)Nc3ccc(C(=O)NC4CC4)cc3)n2)cc1OC
42) O=C(Cc1ccc(S(=O)(=O)N2CCOCC2)s1)Nc1ccc(S(=O)(=O)N2CCCCC2)cc1
43) O=S(=O)(Cc1cc(Cl)nc(-c2ccncc2)n1)c1ccccc1
44) C/C(CC(=O)Nc1ccc(N(C)C)cc1)=N\NC(=O)c1ccccc1F
45) O=C(OCc1ccccc1F)c1ccc2c(c1)OCCO2
46) CN(C)CCCNc1nc2cc(-c3ccc(C(=O)N4CCN(C)CC4)cc3)sc2c(=O)n1C
47) NNS(=O)(=O)c1ccc(Sc2ccccn2)c([N+](=O)[O-])c1
assay / entry	41	42	43	44	45	46	47
NadD inh	-2	8	12	3	-10	-3	3
Scp1 inh	-4	-4	1	-4	-5	nt	-11
Rpn11 block	i	i	i	i	i	i	i
CSN deneddyl inh	5	6	5	-4	-2	1	-3
MLLE-PAM2 inh	3	-74	-12	2	4	0	1
Tb MetRS inh	-0.7	-0.5	1.0	-0.7	-1.0	-0.3	0.4
STEP block	-6	0	-1	2	1	-1	1
LMPTP inh	-0.4	-0.2	1.5	-1.1	0.6	-2.3	0.1
SUMO1-SIM PPI	-16	-7	-2	-1	3	-32	-26
DNMT1 block	4	-2	0	2	-1	-6	2

# Assay outcomes (PubChem)
